# PI5P4K alpha inh: inhibitors of human PI5P4K alpha. max response, %. PI5P4Kalpha enzyme, ADP-Glo luminescence, 60 min; hits give low values. hit rate 1.2% among 330,000. P48426. AID 652105; active means max response of -50% or lower; inconclusive means between -30% and -50%; inactive means -30% or higher; further: value at the top dose of about 77 µM; on the % scale 0 is the no-effect control and ±100 the full control effect
#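 Human PI5P4Kalpha with substrate in 0.038 M HEPES pH 7.4, 0.28 mM EGTA, 0.1% CHAPS, 5% DMSO; reaction started with 5 microM ATP (final), 60 min at room temperature. ADP formed read by ADP-Glo luminescence.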
# EPAC2 agonist: agonists of human EPAC2 (RAPGEF4). EPAC2 activation, biochemical qHTS; response scale: 100% = 6.5 mM cAMP response. Q8WZA2. Potency, µM (series often up to 154 µM), inactives show at the top dose activation, most hits filed as activators. hit rate 0.079% among 360,000. AID 720711; further: potency means the concentration at half of the fitted maximal effect; nearly all actives have a fitted effect of over 50% in size
#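 Fluorescence exchange assay: 100 nM EPAC2 with 250 nM RAP1B-BODIPY-GDP and 50 uM GDP; compounds tested as a concentration-titration series (qHTS). Loss of Rap1-bound BODIPY-GDP fluorescence read at 480/540 nm; data normalized to 6.5 mM cAMP.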
# EPAC1 antag: EPAC1 (human) antagonism; EPAC1 GEF assay, Rap1b-BODIPY-GDP exchange fluorescence; O95398; hit rate 0.14% among 360,000; Potency, µM (titrated, usually from 115 µM), without a hit: at the top dose activity change, negative = inhibition, actives largely listed as inhibitors;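 further: potency means the concentration at half of the fitted maximal effect; plate controls were vehicle for no effect and positive control for full effect; nearly all actives have a fitted effect of over 50% in size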
# Target sequence (O95398 whole entry, looked up): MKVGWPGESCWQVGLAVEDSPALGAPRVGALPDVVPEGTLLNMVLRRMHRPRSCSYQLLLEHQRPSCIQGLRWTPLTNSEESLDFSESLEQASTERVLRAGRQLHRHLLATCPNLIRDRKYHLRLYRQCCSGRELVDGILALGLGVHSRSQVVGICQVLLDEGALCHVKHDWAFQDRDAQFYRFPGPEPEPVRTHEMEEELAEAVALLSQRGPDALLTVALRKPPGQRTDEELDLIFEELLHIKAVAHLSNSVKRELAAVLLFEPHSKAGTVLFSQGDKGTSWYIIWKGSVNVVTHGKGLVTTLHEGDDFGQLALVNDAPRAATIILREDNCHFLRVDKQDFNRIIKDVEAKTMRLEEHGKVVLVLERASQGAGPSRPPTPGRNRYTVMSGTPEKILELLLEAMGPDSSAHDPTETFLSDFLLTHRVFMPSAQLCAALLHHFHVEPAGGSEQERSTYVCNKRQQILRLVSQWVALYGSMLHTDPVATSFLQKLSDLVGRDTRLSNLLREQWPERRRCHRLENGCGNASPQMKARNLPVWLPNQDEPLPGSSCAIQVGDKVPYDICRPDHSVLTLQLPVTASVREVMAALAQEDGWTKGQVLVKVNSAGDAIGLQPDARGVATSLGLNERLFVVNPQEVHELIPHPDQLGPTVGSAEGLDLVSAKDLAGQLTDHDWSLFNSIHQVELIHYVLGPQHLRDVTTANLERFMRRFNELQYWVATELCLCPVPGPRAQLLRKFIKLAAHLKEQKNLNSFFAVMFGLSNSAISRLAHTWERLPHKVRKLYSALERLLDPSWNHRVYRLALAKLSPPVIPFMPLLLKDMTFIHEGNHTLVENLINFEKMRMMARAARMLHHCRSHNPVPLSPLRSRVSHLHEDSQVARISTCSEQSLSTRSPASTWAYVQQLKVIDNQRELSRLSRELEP
# PLK1 PBD block: PLK1 (human) polo-box domain binding inhibition; Plk1 PBD binding of FITC phosphopeptide, fluorescence polarization; Potency, µM, without a hit: max response, negative = inhibition, actives largely listed as inhibitors; hit rate 2.8% among 360,000; further: potency means the concentration at half of the fitted maximal effect; series mostly up to about 57 µM; on the % scale 0 is the no-effect control and ±100 the full control effect; nearly all actives have a fitted effect of over 65% in size
# WRN helicase inh: blocks human WRN helicase | Q14191 | WRN helicase unwinding, fluorescent forked duplex, kinetic | Potency, µM (series often up to 114 µM), for the others: top-dose activity change, negative = inhibition, actives largely listed as inhibitors | hit rate 0.46% among 360,000 | AID 651768; further: potency means the concentration at half of the fitted maximal effect; on the % scale 0 is the no-effect control and ±100 the full control effect; nearly all actives have a fitted effect of over 55% in size
#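 WRN at 20 nM final was preincubated with compound for 15 min at room temperature; reaction started with 100 nM forked duplex oligonucleotide carrying fluorophore and quencher plus 2 mM ATP (final). Unwinding followed kinetically by red fluorescence (ex 525/em 598 nm).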
# CCT chaperon mod: modulators of cytosolic chaperonin (CCT/TRiC) activity. hit rate 0.3% among 360,000. purified chaperonin ATPase assay, HTRF ADP detection, 30 min. AID 651819. activity change, % (concentration not given with the values), hits read low; in the data active means activity change below about -30%; further: on the % scale 0 is the no-effect control and ±100 the full control effect
#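 Enzyme 40 or 20 nM (batch-dependent) in Tris pH 7.4/KCl/MgCl2/DTT; cpd 76 uM single point; ATP 10 uM; 30 min 37 °C; Transcreener ADP HTRF detection, 30 min RT; ratio 665/615.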
# EPAC1 ag: activates human EPAC1 exchange factor | Potency, µM (doses to about 154 µM), for inactives: at the top dose activation, actives largely listed as activators | EPAC1 agonist qHTS, biochemical assay; response scale: 100% = response to 6.5 mM cAMP | hit rate 0.073% among 360,000 | AID 720707 | O95398; further: potency means the concentration at half of the fitted maximal effect; nearly all actives have a fitted effect of over 60% in size
#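 EPAC1 100 nM, Rap1B–BODIPY-GDP 250 nM, unlabeled GDP 50 uM; compound titration; 5 min RT; kinetic read ex480/em540 at 5-min intervals ×30 min; data normalized to 6.5 mM cAMP agonist control.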
# IL-2 act: IL-2 activation. IL-2 activation reporter assay, cell-based qHTS; stimulated with anti-CD3/CD4/CD28 beads; in transgenic mouse T cells. activation, % (series mostly up to about 46 µM). hit rate 0.065% among 360,000. AID 652025; in the data active means activation above about 50%; inconclusive means mostly about 30% to 49%; further: 0% is about no effect
#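 Readout is EGFP and DsRed signal by fluorescent plate cytometry after 18 h at 37 degrees C. Transgenic mouse T cells (750/well) received compound for 60 min before bead stimulation (anti-CD3, anti-CD4, anti-CD28); memory T cells served as non-tolerant control.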
# An asterisk follows results filed as active; ? = inconclusive; . = no result given; [ ] = dose if it differs, or a comment. Unless noted, the call rests on the fitted dose curve; in most records, active means well fitted curve in the direction sought with a large enough effect; inconclusive means small, poorly fitted or top-dose-only effect, or another doubt; inactive means no such curve, though single readings can be large; an effect the other way counts as inactive or inconclusive. These rows are one share of the data; the hit share may differ from the screen's.
SMILES,PI5P4K alpha inh,EPAC2 agonist,EPAC1 antag,PLK1 PBD block,WRN helicase inh,CCT chaperon mod,EPAC1 ag,IL-2 act
CSCc1nc2sc(C(=O)Nc3nc(C)cs3)c(C)c2c(=O)[nH]1,?,-9%,-27%,8%,-5%[11.6 µM],-30,-4%,-0.5
Cc1ccccc1NC(=O)Nc1nnc(CC(=O)NCc2ccccc2)s1,-13,5%,-14%,-6%,-19%,0.2,5%,-1.9
CCc1cc2c(=O)c(-c3cnn(-c4ccccc4)c3)c(C)oc2cc1OCC(=O)Nc1ccc(F)c(F)c1,3,9%,-2%,-9%,-1%,-1.9,0%,1.4
COc1ccccc1-c1nnc2sc(COc3ccc(Cl)cc3Cl)nn12,.,12%,-1%,-15%,-10%,0.0,19%,0.3
Cc1ccccc1OCC(=O)Nc1ccc(NC(=O)c2ccco2)cc1,-16,4%,-13%,21µM*,6%,0.0,-7%,-2.7
OCCN1CCN(CCOc2ccccc2-c2ccccc2)CC1,-3,16%,-14%,-7%,-18%,1.7,4%,0.1
CSCCC(C(=O)NC(C)(C)C)n1c(-c2ccccc2)nc2ccccc21 (stereo not given),1,6%,5%,-11%,2%,.,8%,0.4
CCCC(c1nnnn1CC(=O)OCC)N(Cc1cc2ccc(C)cc2[nH]c1=O)C1CCCC1 (stereo not given),8,-1%,-12%,-9%,-24%,-0.5,7%,0.5
Cc1ccc(C)c(N2CCN(S(=O)(=O)c3ccc4c(c3)OCCO4)CC2)c1,0,5%,-3%,-8%,-4%,-8.3,17%,-0.6
Cc1cc([N+](=O)[O-])cnc1N1CCOCC1,6,7%,-7%,-14%,-7%,2.8,6%,-0.3
O=C(NNc1nc2ccccc2s1)c1ccc(F)cc1,4,3%,-2%,-9%,-25%,-1.4,8%,0.6
COc1ccc(NC2(c3ccc(Cl)cc3)C(=O)c3ccccc3C2=O)cc1,17,29%,-9%,-9%,-12%,-3.7,0%,0.3
Cc1nc2[nH]c(=S)[nH]c(=O)c2nc1C,-23,7%,-1%,-11%,?,-2.5,8%,0.7
CN(CC(=O)N1CCCC1)S(=O)(=O)c1cccc(Cl)c1,0,8%,-7%,-3%,3%,1.0,3%,0.2
O=C(CSc1nnc(CNC(=O)c2ccco2)o1)Nc1cccc(F)c1,-2,3%,3%,-16%,-6%[57.1 µM],0.1,5%,1.0
CCC1CCCCN1CCNC(=O)CNS(=O)(=O)c1ccc2nc(C)sc2c1 (stereo not given),1,-20%,-8%,-12%,-1%,-2.6,-9%,-0.2
COc1ccccc1NC(=O)C(=O)/C=C(\O)c1ccccc1,8,-4%,1%,4%,2%[11.6 µM],-11,7%,-0.7
CN(C)C(=O)C1(c2ccccc2)CCN(S(=O)(=O)c2ccccc2)CC1,3,-6%,-13%,-3%,-3%,0.0,4%,-0.2
CCOC(=O)N1CCN(S(=O)(=O)c2ccc3c(c2)SCC(=O)N3)CC1,5,9%,-3%,-9%,-32%,1.2,-5%,0.6
O=C(N/N=C/c1cc(O)ccc1Br)c1cccnc1,0,5%,-13%,-6%,-13%,0.3,-3%,0.0
Cc1cccc(C)c1NC(=O)CN(C)C(=O)c1ccccc1SCC(=O)N1CCCC1,5,6%,11%,-3%,-2%,-0.5,-8%,-4.2
CN(C)S(=O)(=O)c1ccc(-n2cccc2)cc1,-4,0%,3%,3%,-4%,-0.4,0%,0.4
CC(=O)Nc1ccc(C2=NN(c3ccccc3)C(c3cccs3)C2)cc1 (stereo not given),16,11%,2%,-4%,7%,-0.5,7%,-0.8
CC(C)c1ccc(-c2csc3ncnc(N4CCN(C)CC4)c23)cc1,12,-5%,-10%,3%,2%,-4.4,-5%,-5.9
CC(C(=O)NC(N)=O)N1C(=O)NC(c2ccccc2)(c2ccccc2)C1=O (stereo not given),0,1%,10%,-2%,14%,0.3,-5%,-0.2
O=C(OCCC1Oc2cccnc2NC1=O)c1ccc(F)cc1 (stereo not given),0,4%,?,-21%,-5%,-3.5,-4%,-1.0
O=C(Cn1[nH]c(=O)c2ccccc2c1=O)OCC(=O)N1CCCc2ccccc21,-11,-5%,-16%,-5%,-1%,-1.2,6%,-1.8
COc1ccc(S(=O)(=O)O/N=C2\CCCc3ccccc32)cc1,5,9%,11%,-1%,-6%,1.3,6%,-1.0
CCCCNC(=O)C1(C)CCN1C(=O)c1ccc2c(c1)CCO2 (stereo not given),1,4%,-24%,-11%,1%,-1.4,3%,-0.4
O=C(Nc1ncnc2sc3c(c12)CCC3)c1ccco1,.,-10%,-4%,-4%,-18%,0.4,2%,-0.8
O=C(O)c1cccc(NC(=O)c2cccc(NC(=O)C3CCCO3)c2)c1 (stereo not given),.,11%,-4%,-5%,-1%,0.5,4%,-1.4
CC(C)Cc1ccc(/C=C/C(=O)N2CCOCC2)cc1,3,8%,13%,-12%,-5%,1.1,-2%,0.5
O=C(CCC(=O)n1ncc2ccccc21)NCc1ccccc1Cl,-1,8%,0%,-30%,8%,-2.2,-3%,2.1
NS(=O)(=O)c1ccc(CCNC(=O)CCC(=O)c2cccs2)cc1,?,6%,1%,-2%,7%[11.6 µM],-1.6,-3%,0.7
C=CCN=C1N[C@@H](c2cccc(C(F)(F)F)c2)C(C(=O)OC)=C(C)N1CC,0,-10%,14%,9%,10%,-0.1,-14%,0.1
COCCn1cnc2c1c(=O)n(Cc1ccccc1C#N)c(=O)n2Cc1ccccc1,1,8%,7%,-3%,6%,-2.3,3%,0.2
CC1CC(C)CN(S(=O)(=O)c2ccc(C(=O)NN3CCOCC3)cc2)C1 (stereo not given),-5,-5%,4%,-10%,13%,0.4,-5%,0.2
COc1cc(OC)cc(C(=O)NCC(=O)OCC(=O)N2CCc3ccccc32)c1,?,-1%,-2%,27µM*,-1%,0.1,12%,-0.4
CCc1cccc(NC(=O)CCS(=O)(=O)c2cccc3nonc23)c1,2,0%,-23%,-5%,-17%,0.3,4%,6.0
CCOCCCNC(=O)C(NC(=O)CNC(C)=O)c1ccc(Cl)cc1 (stereo not given),0,2%,0%,-1%,-7%,0.7,0%,-1.4
CC(C)OCCCNC(=O)c1ccc(Br)cc1,2,0%,3%,-4%,-9%,-2.3,7%,-1.4
Cc1ccc(C(=O)NCc2ccco2)cc1,-3,12%,9%,-10%,0%,-3.5,13%,0.8
CCOc1ccc(NC(=O)C2CCCN(S(=O)(=O)c3cccc4nsnc34)C2)cc1 (stereo not given),.,4%,0%,-1%,1%,2.2,9%,2.9
Nc1nc(NC(=O)c2ccc(F)cc2)ns1,-6,2%,5%,30µM*,3%,0.9,10%,-1.9
O=C(NCCc1cnccn1)C1CCC(=O)N(Cc2ccc(Cl)cc2)C1 (stereo not given),-2,5%,7%,1%,-5%,-0.2,-12%,-3.0
C[C@H]1CN=C(N(C)C)N1CCC1CCCCC1,7,12%,0%,0%,-2%,-4.5,8%,-0.1
Brc1ccc(-c2nnc(-c3ccco3)o2)cc1,-13,3%,2%,-1%,5%,1.8,-9%,-3.2
O=C(Nc1nncs1)c1cc(-c2ccco2)nc2ccccc12,?,4%,-6%,?,32µM*,0.7,14%,0.2
Cc1ccc(/C=N/NC(=O)CCCOc2ccc(Cl)cc2Cl)cc1[N+](=O)[O-],7,-1%,-11%,-3%,-5%,-4.9,9%,-0.6
Cc1ccc2nc(-c3cc(N)cc(N)c3)oc2c1,-17,1%,-3%,-1%,-2%,0.8,-10%,-2.1
CCCCSc1nnc(-c2cc(Br)ccc2N)c(=O)[nH]1,.,10%,4%,-5%,-19%,-1.5,5%,-0.8
C=CCNC(=O)CN1c2cccc3cccc(c23)S1(=O)=O,-23,4%,11%,-5%,-4%,0.6,1%,-0.6
COc1cc2ccc(C=O)cc2cc1OC,5,-1%,4%,-2%,-4%,2.0,10%,-1.0
S=c1[nH]ncn1-c1ccccn1,1,9%,-3%,-13%,-10%,-2.5,8%,0.4
COC(=O)CSc1nnc(-c2cccnc2)n1-c1cccc(OC)c1,.,7%,1%,-9%,-1%,-1.4,-2%,-2.2
O=C(CC12CC3CC(CC(C3)C1)C2)NCCN1CCOCC1,.,5%,9%,0%,0%,-2.4,-2%,-1.2
Cc1ccc(Nc2nc(N)nc(CCl)n2)cc1,-2,9%,12%,-20%,4%,-1.8,5%,0.0
CN(Cc1cn(C)nc1-c1ccc(Oc2ccccc2)cc1)C1CCOC1 (stereo not given),2,-1%,8%,-9%,-1%,0.0,4%,0.0
COc1ccc(NC(=O)Cc2coc3cc(C)c(C(C)C)cc23)cc1S(=O)(=O)N1CCOCC1,-5,-5%,-3%,7%,1%,-0.5,1%,-0.1
COc1ccc(C(=O)NCc2nnc(SCC(=O)N3CCc4ccccc43)n2Cc2ccccc2)cc1,2,18%,7%,-10%,-35%[57.1 µM],-1.5,16%,5.6

# 5 entries from above in another layout.
Compound | PI5P4K alpha inh | EPAC2 agonist | EPAC1 antag | PLK1 PBD block | WRN helicase inh | CCT chaperon mod | EPAC1 ag | IL-2 act
COC(=O)CSc1nnc(-c2cccnc2)n1-c1cccc(OC)c1 | . | 7% | 1% | -9% | -1% | -1.4 | -2% | -2.2
COc1ccc(NC(=O)Cc2coc3cc(C)c(C(C)C)cc23)cc1S(=O)(=O)N1CCOCC1 | -5 | -5% | -3% | 7% | 1% | -0.5 | 1% | -0.1
S=c1[nH]ncn1-c1ccccn1 | 1 | 9% | -3% | -13% | -10% | -2.5 | 8% | 0.4
C[C@H]1CN=C(N(C)C)N1CCC1CCCCC1 | 7 | 12% | 0% | 0% | -2% | -4.5 | 8% | -0.1
Cc1ccc(Nc2nc(N)nc(CCl)n2)cc1 | -2 | 9% | 12% | -20% | 4% | -1.8 | 5% | 0.0

# Next part
SMILES,PI5P4K alpha inh,EPAC2 agonist,EPAC1 antag,PLK1 PBD block,WRN helicase inh,CCT chaperon mod,EPAC1 ag,IL-2 act
Cc1nn(CC(=O)NCC2CCCO2)c(=O)c2ccccc12 (stereo not given),1,4%,0%,-16%,-7%,0.6,5%,-0.8
O=[N+]([O-])c1ccc(NC(c2ccccc2)c2ccc3cccnc3c2O)cc1 (stereo not given),2,15%,10%,-1%,1%,-0.3,1%,0.5
COCCCC1CCN(C(=O)c2cc(COc3cc(C)ccc3C)on2)CC1,4,10%,-1%,-4%,-7%,-1.6,-6%,-2.7
Cc1ccc(OCc2cnc(Cl)s2)c(C)c1,-1,5%,-9%,-4%,2%,0.1,-3%,-3.0

# Compound activity as filed in PubChem BioAssay.
